Compound activity (PubChem)
BCLXL inh = inhibitors of human Bcl-xL. Q07817. GST-Bcl-xL / FITC-Bim BH3 peptide fluorescence polarization. inhibition, % at 10.9 µM. actives 0.7% (n = 320,000);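 active means inhibition above the mean of all tested compounds plus 3 SD, cutoff set per campaign, cut at about 30% in these data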;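 further: 0% = DMSO wells and 100% = unlabeled Bim-BH3 peptide competitor; inhibitors lower millipolarization by displacing the labeled peptide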
Efflux pump inh = inhibitors of Candida antifungal efflux pumps expressed in yeast | inhibition, % at 10 µM | S. cerevisiae Candida pump triplex, Nile Red efflux | actives 0.44% (n = 330,000);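 active means plate passing quality check with inhibition over a set limit, or well fluorescence over plate mean plus 4 SD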;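 further: Nile Red retained in pooled yeast measured as flow cytometry median fluorescence; 0% = buffer negative control and 100% = Enniatin B positive control; higher means more Nile Red kept so more efflux inhibition; some compounds called inactive have numbers as strong as hits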
PME-1 inh = PME-1 (human) inhibition | Q9Y570 | recombinant PME-1, FP-Rh probe fluorescence polarization | inhibition, % at 5.9 µM | actives 0.53% (n = 320,000) | AID 2130;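 active means inhibition above the campaign mean of all compounds plus 3 SD, cut at about 26% in these data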;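 further: competitive labeling of PME-1 active site by serine hydrolase directed probe; 0% = PME-1 with DMSO and 100% = wells lacking PME-1 enzyme; inhibitors block probe labeling so polarization falls and inhibition rises; many of its hits are not listed in these tables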
VLA-4 inh = inhibition in a human VLA-4 binding assay; actives 0.2% (n = 330,000); P13612; AID 2557; inhibition, % (about 7 µM as worked out from the volumes in the protocol); VLA-4 expressing cells, ligand binding flow cytometry; in the data active means inhibition above about 50%
Target sequence (P13612 whole entry, looked up): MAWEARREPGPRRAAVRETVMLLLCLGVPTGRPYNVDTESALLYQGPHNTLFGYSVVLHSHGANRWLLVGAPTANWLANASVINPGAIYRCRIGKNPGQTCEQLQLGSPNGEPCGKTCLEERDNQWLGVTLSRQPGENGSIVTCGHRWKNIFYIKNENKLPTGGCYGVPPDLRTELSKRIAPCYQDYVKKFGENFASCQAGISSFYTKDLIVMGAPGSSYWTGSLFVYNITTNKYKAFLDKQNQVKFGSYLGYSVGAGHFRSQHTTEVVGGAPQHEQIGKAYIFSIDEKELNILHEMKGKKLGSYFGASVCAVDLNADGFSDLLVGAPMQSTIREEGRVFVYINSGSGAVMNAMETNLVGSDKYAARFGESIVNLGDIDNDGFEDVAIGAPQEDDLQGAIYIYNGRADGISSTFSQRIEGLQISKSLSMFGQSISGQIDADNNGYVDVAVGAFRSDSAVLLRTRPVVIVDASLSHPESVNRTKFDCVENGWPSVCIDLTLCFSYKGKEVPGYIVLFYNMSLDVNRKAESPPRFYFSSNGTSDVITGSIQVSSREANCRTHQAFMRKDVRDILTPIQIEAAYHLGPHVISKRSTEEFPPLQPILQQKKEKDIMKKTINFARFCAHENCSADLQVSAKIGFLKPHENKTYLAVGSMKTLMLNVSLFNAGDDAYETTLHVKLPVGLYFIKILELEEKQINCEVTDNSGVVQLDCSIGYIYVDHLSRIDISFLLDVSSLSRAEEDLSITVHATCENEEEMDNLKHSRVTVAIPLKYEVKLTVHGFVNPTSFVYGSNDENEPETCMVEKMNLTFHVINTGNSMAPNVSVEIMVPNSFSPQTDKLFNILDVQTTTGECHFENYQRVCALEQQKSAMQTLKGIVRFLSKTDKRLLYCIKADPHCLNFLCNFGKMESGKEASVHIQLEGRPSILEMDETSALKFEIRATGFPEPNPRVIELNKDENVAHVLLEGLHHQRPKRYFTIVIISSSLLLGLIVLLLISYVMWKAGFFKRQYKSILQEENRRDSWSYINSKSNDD
MEX-5 binding = C. elegans MEX-5 TCR-2 RNA binding activity; Q9XUB2; MEX-5/FITC-TCR2 RNA binding, fluorescence polarization; active compounds read low; activity score (negative = inhibition of binding), % at 10 µM; actives 0.38% (n = 300,000); AID 1832;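 active means inhibition past about -25% in most replicates, and total fluorescence under double the plate's negative control median, limit read from the data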;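 further: 0% = DMSO and -100% = 5 µM competing unlabeled TCR2 RNA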
GLD-1 TGE inh = GLD-1-TGE RNA interaction inhibition (C. elegans). inhibition, % at 5.96 µM. AID 2280. Q17339. purified GLD-1 + fluorescein TGE RNA, fluorescence polarization. actives 0.44% (n = 320,000);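 active means percent inhibition above a per-plate cutoff, the plate mean of test compounds plus 3 SD, cut at about 30% in these data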;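 further: 0% = DMSO wells with GLD-1 and probe and 100% = wells lacking GLD-1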
Fam108B inh = counter-screen for RBBP9 inhibitors: inhibitors of mouse Fam108B; actives 0.33% (n = 300,000); AID 1947; recombinant Fam108B, FP-Rh probe fluorescence polarization; inhibition, % at 9.51 µM;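 active means inhibition above the screen mean inhibition plus 3 SD, computed separately per campaign, cut at about 18% in these data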;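 further: inhibitors lower polarization as less probe binds the enzyme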
MCL1-BIM inh = MCL1-BIM-BH3 interaction inhibition (human). actives 0.68% (n = 320,000). GST-MCL1 / FITC-Bim-BH3 fluorescence polarization. inhibition, % at 10.9 µM. AID 2057. Q07820;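 active means inhibition above the mean inhibition of all tested compounds plus 3 SD, set per campaign, cut at about 40% in these data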;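 further: 0% = DMSO wells and 100% = unlabeled Bim-BH3 peptide control; higher means more loss of mP so more displacement of Bim peptide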
GRK2 aptamer HTS = human GRK2 inhibition via aptamer displacement; P25098; bead flow cytometry, FAM-aptamer displacement from GRK2; inhibition of aptamer binding, % at 10 µM; AID 488847; actives 0.59% (n = 330,000);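 active means inhibition of aptamer binding above 40%, roughly 3 SD of noise, on plates passing a quality check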;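 further: median bead fluorescence of bound FAM aptamer so fluorescent compounds give negative values; no value below 0 was filed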
The depositor's hits bear a star; / = not tested or not shown. Only part of the results is shown; count on the stated rates, not on these rows.

Results follow in this order: BCLXL inh	Efflux pump inh	PME-1 inh	VLA-4 inh	MEX-5 binding	GLD-1 TGE inh	Fam108B inh	MCL1-BIM inh	GRK2 aptamer HTS
CCn1c(=O)c(C(=O)NCCN2CCCCC2)c(O)c2ccccc21
 : -2	0.0	-9	-24	-0.4	-1	6	4	0
Cc1nc2sc(C(c3cccs3)N3CCN(c4ccccc4)CC3)c(O)n2n1 (stereo not drawn)
 : -1	-0.1	-5	-12	2.1	11	3	3	0
Cc1ccc(NC(=O)CSc2nnc(-c3cccs3)o2)cc1S(=O)(=O)N1CCCCC1
 : -1	0.0	3	1	0.1	6	1	-2	1
O=C(COC(=O)c1ccc(S(=O)(=O)NCc2ccco2)cc1)Nc1ccc(OC(F)F)cc1
 : 2	-0.1	-4	8	1.1	2	-2	-4	5
COc1cccc(N2CCN(Cc3nc4scc(-c5ccccc5)c4c(=O)[nH]3)CC2)c1
 : 5	-0.3	0	0	1.3	-30	7	-6	0
Nc1ccc2oc(-c3ccc4nc[nH]c4c3)nc2c1
 : 4	0.0	5	-12	0.1	3	-2	5	0
Cn1c(=O)c2c(ncn2CC(=O)NC(C)(C)C)n(C)c1=O
 : 0	0.1	2	-8	0.5	6	0	-8	0
Cc1ccc2nc3c(cc(C(N)=S)c(=N)n3CCCOC(C)C)c(=O)n2c1
 : 39*	0.0	5	3	-4.2	12	-3	39	6
CC(C)(C)OC(=O)N1CCN(CCNC(=O)c2ccccc2)CC1
 : 2	0.1	0	30	-1.8	-6	1	7	0
CCOc1ccc2[nH]c(=O)c(CN(CCc3ccccc3)C(=O)c3cnccn3)cc2c1
 : 3	-0.3	7	-5	0.2	-9	8	-2	0

Reprinted from the part before: 4 entries, then new ones.
Results follow in this order: BCLXL inh	Efflux pump inh	PME-1 inh	VLA-4 inh	MEX-5 binding	GLD-1 TGE inh	Fam108B inh	MCL1-BIM inh	GRK2 aptamer HTS
Cn1c(=O)c2c(ncn2CC(=O)NC(C)(C)C)n(C)c1=O
 : 0	0.1	2	-8	0.5	6	0	-8	0
Cc1ccc2nc3c(cc(C(N)=S)c(=N)n3CCCOC(C)C)c(=O)n2c1
 : 39*	0.0	5	3	-4.2	12	-3	39	6
CC(C)(C)OC(=O)N1CCN(CCNC(=O)c2ccccc2)CC1
 : 2	0.1	0	30	-1.8	-6	1	7	0
CCOc1ccc2[nH]c(=O)c(CN(CCc3ccccc3)C(=O)c3cnccn3)cc2c1
 : 3	-0.3	7	-5	0.2	-9	8	-2	0
CCOc1ccccc1/C=N/N1CCN(Cc2ccccc2)CC1
 : 1	0.1	1	-5	3.1	0	-2	-3	0
COC(=O)c1c(C(=O)OC)c(-c2ccccc2)n2c1CS(=O)C2 (stereo not drawn)
 : 2	0.1	3	-9	-0.5	-1	-1	-2	0
Cc1cccc(NS(=O)(=O)c2cccc(C(=O)N3CCC3)c2)c1
 : 4	0.1	-3	0	/	7	/	1	0
OC1(c2ccccc2F)CCN(Cc2nnnn2Cc2ccc(F)cc2)CC1
 : 1	0.0	-1	0	0.8	-1	1	-4	3
CCCCOn1c(C)c(C(=O)OCC)c2c3nonc3ccc21
 : 1	-0.3	4	25	1.9	2	-1	1	0
Cc1ccc(CCC(=O)Nc2ncc(Cc3cccc(Cl)c3Cl)s2)o1
 : 1	0.3	1	20	2.2	3	-3	5	0
COc1cc(C(=O)Oc2cc(C)[nH]c(=O)c2[N+](=O)[O-])cc(OC)c1OC
 : -2	0.1	1	-18	3.2	-2	3	-3	0
CCNc1nc(NCC)nc(OCCOC(=O)COc2ccc(Cl)cc2Cl)n1
 : 5	0.0	-2	17	-4.1	1	-2	-3	0
CCn1c(=NC(=O)CCS(=O)(=O)c2ccccc2)sc2cccc(OC)c21
 : 4	-0.1	5	-6	-3.7	5	-5	0	0
Cc1nc2ccccc2c2nc(N)nn12
 : 5	0.0	0	1	2.4	1	3	8	1
CCN(C[C@H]1N[C@@](Cc2ccccc2)(C(=O)OC)[C@H]2C(=O)N(Cc3ccccc3)C(=O)[C@@H]12)C(=O)c1ccc(F)cc1
 : /	-0.1	/	5	/	-2	/	/	9
C#CC[N+]1(CC#Cc2ccccc2)CCCC1
 : 8	-0.1	0	-3	-0.3	2	-2	7	0
Cc1ccc(C(=O)NCCNc2ccc(Cl)cc2[N+](=O)[O-])o1
 : 4	0.0	0	0	1.2	0	-2	0	0
COC(=O)c1sc(NC(=O)c2cc(C)on2)nc1C
 : 7	-0.1	-2	-2	-0.9	2	-1	6	0
Cn1c(NC(=O)c2ccc(Br)o2)cc(=O)n(C)c1=O
 : 16	-0.2	3	-10	-1.2	7	-4	15	7
O=C(Nc1ccc(C(=O)O)cc1)/C(=C\c1ccco1)NC(=O)c1ccc(Br)o1
 : 5	0.1	-4	8	-1.7	3	0	-6	0
CCOc1ccc(-c2nnc(NC(=O)Cc3cc(OC)c(OC)c(OC)c3)o2)cc1
 : 1	-0.1	2	-3	1.9	-1	14	-8	0
COc1ccc(/C=N/NC(=O)c2cc[n+]([O-])cc2)cc1O
 : 3	0.0	1	4	0.8	8	3	-2	2
Cc1ccc(S(=O)(=O)N2CCN(S(=O)(=O)c3cccs3)CC2)cc1
 : -3	-4.7	4	23	1.1	-1	-3	2	0
COC(=O)C1=C(C)N(CC2CCCO2)C(=O)/C1=C\c1ccc(O)cc1 (stereo not drawn)
 : 11	-0.1	-10	3	1.5	9	-2	0	3

Next part:
molecule	BCLXL inh	Efflux pump inh	PME-1 inh	VLA-4 inh	MEX-5 binding	GLD-1 TGE inh	Fam108B inh	MCL1-BIM inh	GRK2 aptamer HTS
COc1nc(NCCc2ccc(OC)c(OC)c2)nc(NC(C)(C)CO)n1	-2	0.1	0	0	-0.4	0	-1	0	0
Clc1ccc(C(Cn2ccnc2)OCc2c(Cl)cccc2Cl)c(Cl)c1 (stereo not drawn)	-1	0.2	7	19	/	5	-2	4	1
CC1CCN(Cc2ccc(-c3nn[nH]n3)cc2)CC1	5	0.0	0	12	-3.6	-4	0	3	3
CCCn1c(Cc2ccccc2)nnc1SC(C)C(=O)NC1CC1 (stereo not drawn)	-3	-0.2	4	6	/	4	/	0	3
Cc1cc2oc(=O)cc(CN3CCOCC3)c2cc1C	1	0.0	-8	14	0.5	16	0	-4	1
O=C1OC(Nc2nc3ccccc3s2)c2ccccc21 (stereo not drawn)	7	0.0	-3	21	3.6	-6	1	2	3
Cc1ccc(S(=O)(=O)N2CCCCC2)cc1NC(=O)COC(=O)Cc1cccc2ccccc12	2	0.1	0	4	2.1	-3	-18	-4	0
COc1cc(NC(=O)c2ccc(-c3cccc(F)c3)o2)ccc1NC(=O)c1ccccc1Cl	/	0.0	/	-9	/	2	/	/	3
Cn1cccc1C(=O)C(=O)Nc1cc(Cl)cc(Cl)c1	4	-0.1	-15	11	3.4	1	-10	-6	0
CCc1ccc(N2C(=O)C(Cl)=C(N3CCOCC3)C2=O)cc1	9	-0.1	-6	-8	1.2	7	-3	4	5
COc1cccc(-c2nnn(CC(=O)N(CC(C)C)C3CCS(=O)(=O)C3)n2)c1 (stereo not drawn)	-6	0.1	-7	6	1.0	7	-3	2	2
CC(=O)Nc1ccc(S(=O)(=O)NCC2CCC(C(=O)NCCCN3CCCC3=O)CC2)cc1 (stereo not drawn)	1	-0.2	-2	6	0.5	1	2	3	0
COc1ccc2nc(NC(=O)CSc3nc(C)cc(=O)[nH]3)sc2c1	0	-0.1	-2	4	-2.7	-5	-3	-10	2
Cc1cc(C)cc(OCC(=O)NNC(=O)c2cc3ccccc3o2)c1	0	0.1	-1	0	0.4	4	1	-8	1
Fc1ccc(-n2cc(-c3ccccc3)c3c(N4CCOCC4)ncnc32)cc1	2	0.2	-6	-8	-1.8	-5	-5	-1	3

Some of these compounds in order of their number in BCLXL inh, highest first.
Compound | BCLXL inh
Cc1cccc(NS(=O)(=O)c2cccc(C(=O)N3CCC3)c2)c1 | 4
CCOc1ccccc1/C=N/N1CCN(Cc2ccccc2)CC1 | 1
CCn1c(=O)c(C(=O)NCCN2CCCCC2)c(O)c2ccccc21 | -2

Other compounds:
molecule	BCLXL inh	Efflux pump inh	PME-1 inh	VLA-4 inh	MEX-5 binding	GLD-1 TGE inh	Fam108B inh	MCL1-BIM inh	GRK2 aptamer HTS
COCc1cc(C)nc(N2CCNCC2)c1C#N	1	0.1	-1	35	-3.4	2	0	3	3
CCCCNC(=O)C1CCCN1S(=O)(=O)c1cccc2nsnc12 (stereo not drawn)	-1	0.0	-4	-5	-1.5	2	0	-4	2
Cc1ccc(NC(=O)CNC(=O)Cc2cccc3ccccc23)nc1	7	0.6	-3	-7	-6.3	1	-1	8	1
CC(C)(C)c1cc(C(=O)NNS(=O)(=O)c2ccccc2)n[nH]1	0	0.3	-3	20	-4.0	5	3	-3	1
O=C(NCCc1ccncc1)Nc1ccc(Cl)cc1	0	-0.1	2	6	0.8	2	-3	1	0
COc1ccc(C(=O)C2CCCN(Cc3nc4ccccc4nc3C)C2)cc1OC (stereo not drawn)	-1	0.0	-4	-3	0.4	-2	-2	-2	0
CSCCC(NC(=O)c1ccco1)C(=O)N1CCC(C(N)=O)CC1 (stereo not drawn)	-1	0.1	-2	21	-0.4	-1	-1	3	0
Cc1nc(=O)c(-c2ccccc2)c(C)n1-c1ccccc1Cl	3	-0.1	-4	-4	-1.9	3	-1	5	0
CCN(C(=O)COC(=O)c1cc2c(s1)CCCCC2)C1CCS(=O)(=O)C1 (stereo not drawn)	4	-0.5	1	1	3.4	4	-3	2	1
CCc1nc(CN2CCN(Cc3ccc(F)c(F)c3)C(CCO)C2)c(C)[nH]1 (stereo not drawn)	6	0.1	-3	13	-0.3	6	2	11	0
CC(=O)c1cccc(NC(=O)c2cccc(NC(=O)c3ccco3)c2)c1	2	-0.1	-6	-7	-0.4	9	-6	0	6
CCOC(=O)C1=C(C)N(CCCCCC(=O)O)C(=O)NC1c1ccccc1OS(=O)(=O)c1ccc(C)cc1 (stereo not drawn)	3	/	16	/	0.7	6	-5	-1	/
O/N=C/C1=C(Cl)c2ccccc2CC1	-2	0.1	-9	-1	-0.2	2	-4	-7	0
N#Cc1c(-c2ccccc2)nc(SCC(=O)Nc2ccccc2)[nH]c1=O	8	-0.2	0	3	/	-3	0	9	0
Cc1cccc(NS(=O)(=O)c2cccc(C(=O)N3CC(C)OC(C)C3)c2)c1 (stereo not drawn)	0	-0.1	4	6	2.6	2	5	1	3
